From PubChem BioAssay
Myeloid diff 2: induction of myeloid progenitor differentiation, primary screen, cell-based, flow cytometry, MLPCN library | ER-HoxA9 myeloid progenitors, lysozyme-GFP differentiation | calls only at 10 µM | 360,000 compounds, 1% hits;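 active means normalized GFP-positive differentiation at or above the plate's own cutoff, the solvent-only control mean plus 3 SD; inconclusive means no clear call, values can overlap the other calls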;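 further: cells exposed to compound for four days before flow analysis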
Myeloid diff 2 GFP+ MAC1+ %: also measured in Myeloid diff 2; calls as there; GFP+ MAC1+ double positive, %; measured here: differentiation confirmed by MAC1 staining
* = called active by the depositor.

Results for OC(c1cccc(Cl)c1)c1nc(-c2cnc3ccccc3c2)cs1 (stereo unspecified) ?
Myeloid diff 2: inactive; Myeloid diff 2 GFP+ MAC1+ %: 0.8

How did COc1cccc(NC(=O)C2(C)CCN2CC2CCCCC2)c1 (stereo unspecified) do in these assays?
Myeloid diff 2: inactive; Myeloid diff 2 GFP+ MAC1+ %: 0.3

What do the screens show for `O=C(NCc1ccc(Cl)nc1)c1csc([C@@H]2C[C@H](O)[C@@H](CO)O2)n1`?
Myeloid diff 2: inactive; Myeloid diff 2 GFP+ MAC1+ %: 0.6

What do the screens show for `Fc1ccccc1CNc1nc(NCC2CC2)nc2ccsc12`?
Myeloid diff 2: inactive; Myeloid diff 2 GFP+ MAC1+ %: 1.9

What do the screens show for `CC(=O)Oc1ccccc1Cn1c(C)c(C(=O)NCc2cccc([N+](=O)[O-])c2)sc1=O`?
Myeloid diff 2: inactive; Myeloid diff 2 GFP+ MAC1+ %: 2.9

What do the screens show for `COc1ccc(CN2C(=O)CSCC2(C)C(=O)Nc2ccc3c(c2)OCCO3)cc1` (stereo unspecified)?
Myeloid diff 2: inactive; Myeloid diff 2 GFP+ MAC1+ %: 1.4

What do the screens show for `CCCCC(=O)N(C)c1c(C)nc2ccc(C(=O)N3CCNC(=O)C3)cn12`?
Myeloid diff 2: inactive; Myeloid diff 2 GFP+ MAC1+ %: 0.6

What do the screens show for `COc1ccc(-c2ccc(C(=O)NCc3ccc(C(F)(F)F)cc3)c3occc23)c(C)c1`?
Myeloid diff 2: inactive; Myeloid diff 2 GFP+ MAC1+ %: 1.8

Results for CC1(C(=O)NCC(F)(F)F)CCN1C(=O)C1(c2ccccc2)CC1 (stereo unspecified) ?
Myeloid diff 2: inactive; Myeloid diff 2 GFP+ MAC1+ %: 0.5

How did COc1cc(-c2cc3nc(NCc4cccc(Cl)c4)ccn3n2)cc(OC)c1OC do in these assays?
Myeloid diff 2: inactive; Myeloid diff 2 GFP+ MAC1+ %: 0.3

How did Cn1cc(-c2coc3c(C(=O)NCc4cccs4)cccc23)cn1 do in these assays?
Myeloid diff 2: inactive; Myeloid diff 2 GFP+ MAC1+ %: 1.0

Results for CC[C@H](C)[C@@H](COC=O)NC(=O)[C@H]1O[C@@H](n2ccc(N)nc2=O)[C@H](O)[C@@H]1O ?
Myeloid diff 2: inactive; Myeloid diff 2 GFP+ MAC1+ %: 0.4

Results for NC(=O)c1cccc(-c2ccnc3c2CC(C(=O)NCc2cccc(Cl)c2)O3)c1 (stereo unspecified) ?
Myeloid diff 2: inactive; Myeloid diff 2 GFP+ MAC1+ %: 1.0

Results for CCCCn1nnnc1C(c1ccccc1)N1CCN(c2ncccc2C(F)(F)F)CC1 (stereo unspecified) ?
Myeloid diff 2: inactive; Myeloid diff 2 GFP+ MAC1+ %: 1.9

Results for CCCCN1CC(N2CCN(CCO)CC2)CS1(=O)=O (stereo unspecified) ?
Myeloid diff 2: inactive; Myeloid diff 2 GFP+ MAC1+ %: 0.8

How did OC(c1ccccc1)c1ncc(-c2cccc(F)c2)[nH]1 (stereo unspecified) do in these assays?
Myeloid diff 2: inactive; Myeloid diff 2 GFP+ MAC1+ %: 2.0

How did Cc1cccc(C)c1NC(=O)C1C(c2ccccc2)=Nc2ccccc2N1C(=O)c1cnccn1 (stereo unspecified) do in these assays?
Myeloid diff 2: inactive; Myeloid diff 2 GFP+ MAC1+ %: 2.2

How did CCCCCNC(=O)C(c1ccc(C#N)cc1)n1c(=O)c(-c2ccco2)nc2ccccc21 (stereo unspecified) do in these assays?
Myeloid diff 2: inactive; Myeloid diff 2 GFP+ MAC1+ %: 5.1

Results for CC1(C(=O)NCc2ccccc2)CN(S(C)(=O)=O)CC(=O)N1Cc1cccc(C(F)(F)F)c1 (stereo unspecified) ?
Myeloid diff 2: inactive; Myeloid diff 2 GFP+ MAC1+ %: 1.8

What do the screens show for `CCCS(=O)(=O)NC(=O)C1(C)CCN(C(=O)c2ccc(OC)c(F)c2)C1` (stereo unspecified)?
Myeloid diff 2: inactive; Myeloid diff 2 GFP+ MAC1+ %: 1.1

How did COCCNC(=O)C1(C)CCCN(C(=O)c2ccc(F)c(Cl)c2)C1 (stereo unspecified) do in these assays?
Myeloid diff 2: inactive; Myeloid diff 2 GFP+ MAC1+ %: 1.4

Results for OC[C@@H]1CN(Cc2cccc(C(F)(F)F)c2)C[C@H](n2cnc3c(NC4CC4)ncnc32)O1 ?
Myeloid diff 2: inactive; Myeloid diff 2 GFP+ MAC1+ %: 0.4

Results for CC(C)c1ccc(NC(=O)c2ccc(-c3ccnn3C)c3ccoc23)cc1 ?
Myeloid diff 2: inactive; Myeloid diff 2 GFP+ MAC1+ %: 2.5

Results for N#Cc1ccc(Nc2nc(NCc3ccccc3)nc3ccsc23)cc1 ?
Myeloid diff 2: inactive; Myeloid diff 2 GFP+ MAC1+ %: 2.0

3 compounds from above, arranged by formula weight, low to high.
Results for CCCCN1CC(N2CCN(CCO)CC2)CS1(=O)=O (stereo unspecified) ?
Myeloid diff 2: inactive; Myeloid diff 2 GFP+ MAC1+ %: 0.8

Results for OC[C@@H]1CN(Cc2cccc(C(F)(F)F)c2)C[C@H](n2cnc3c(NC4CC4)ncnc32)O1 ?
Myeloid diff 2: inactive; Myeloid diff 2 GFP+ MAC1+ %: 0.4

Results for CC1(C(=O)NCc2ccccc2)CN(S(C)(=O)=O)CC(=O)N1Cc1cccc(C(F)(F)F)c1 (stereo unspecified) ?
Myeloid diff 2: inactive; Myeloid diff 2 GFP+ MAC1+ %: 1.8

Additional structures:
How did COc1cccc(-c2cccc(-c3nc(C(=O)NCc4ccc5c(c4)OCO5)cc4c3[C@H](CCO)N(S(=O)C(C)(C)C)C4)c2)c1 (stereo partly specified) do in these assays?
Myeloid diff 2: inactive; Myeloid diff 2 GFP+ MAC1+ %: 0.5

What do the screens show for `Cc1cc(O)ccc1Nc1cc(-c2cccc(N)c2)ncn1`?
Myeloid diff 2: inactive; Myeloid diff 2 GFP+ MAC1+ %: 0.3

How did CC(C)(C)n1nnnc1C(c1ccnc2ccccc12)N1CCN(C/C=C/c2ccccc2)CC1 (stereo unspecified) do in these assays?
Myeloid diff 2: inactive; Myeloid diff 2 GFP+ MAC1+ %: 1.0

How did CC1(C(=O)NS(=O)(=O)c2ccccc2)CCN1C(=O)C1(c2ccc(Cl)cc2)CCC1 (stereo unspecified) do in these assays?
Myeloid diff 2: inactive; Myeloid diff 2 GFP+ MAC1+ %: 1.1

What do the screens show for `Cn1c(=O)c2cc(NC(=O)CCc3cccnc3)ccc2n1Cc1ccc(F)cc1`?
Myeloid diff 2: inactive; Myeloid diff 2 GFP+ MAC1+ %: 1.2

How did CC1(C(=O)O)CCCN1C(=O)c1ccccc1OC(F)(F)F (stereo unspecified) do in these assays?
Myeloid diff 2: inactive; Myeloid diff 2 GFP+ MAC1+ %: 1.8

What do the screens show for `CC(C)(C)NC(=O)C(c1ccc(-c2ccccc2)cc1)n1c(=O)c(-c2ccccc2)nc2ccccc21` (stereo unspecified)?
Myeloid diff 2: inactive; Myeloid diff 2 GFP+ MAC1+ %: 1.9

Results for COc1cc(CNc2ncnc3c2ncn3[C@H]2CN(Cc3cccs3)C[C@@H](CO)O2)cc(OC)c1OC ?
Myeloid diff 2: inactive; Myeloid diff 2 GFP+ MAC1+ %: 0.5

Results for CC(C)C(NC(=O)OCc1ccccc1)C(=O)NC(Cc1c[nH]c2ccccc12)C(=O)O (stereo unspecified) ?
Myeloid diff 2: inactive; Myeloid diff 2 GFP+ MAC1+ %: 0.9

How did CC(=O)Nc1cccc(-c2ccnc3c2CC(C)(C(=O)NCc2ccco2)O3)c1 (stereo unspecified) do in these assays?
Myeloid diff 2: inconclusive

How did O=C1NC[C@@H](Cc2ccc(O)cc2)N(CCc2cc(C(F)(F)F)cc(C(F)(F)F)c2)C1=O do in these assays?
Myeloid diff 2: inactive; Myeloid diff 2 GFP+ MAC1+ %: 0.5

What do the screens show for `O=S1(=O)N[C@H](Cc2ccccc2)COc2cc(N3CCSCC3)ccc21`?
Myeloid diff 2: inactive; Myeloid diff 2 GFP+ MAC1+ %: 1.2

The final two records of the part before come first, to join the parts.
How did O=C1NC[C@@H](Cc2ccc(O)cc2)N(CCc2cc(C(F)(F)F)cc(C(F)(F)F)c2)C1=O do in these assays?
Myeloid diff 2: inactive; Myeloid diff 2 GFP+ MAC1+ %: 0.5

What do the screens show for `O=S1(=O)N[C@H](Cc2ccccc2)COc2cc(N3CCSCC3)ccc21`?
Myeloid diff 2: inactive; Myeloid diff 2 GFP+ MAC1+ %: 1.2

How did CN(Cc1ccccc1)C(=O)Nc1c(Cl)cccc1Cl do in these assays?
Myeloid diff 2: inactive; Myeloid diff 2 GFP+ MAC1+ %: 1.4

How did OC(c1cccc(Cl)c1)c1ncc(-c2ccc(Oc3ccccc3)cc2)[nH]1 (stereo unspecified) do in these assays?
Myeloid diff 2: inactive; Myeloid diff 2 GFP+ MAC1+ %: 5.4

How did CC(=O)Nc1ccc(NCCc2ccco2)cc1 do in these assays?
Myeloid diff 2: inactive; Myeloid diff 2 GFP+ MAC1+ %: 0.7

Results for O=C(NCc1cccs1)c1ccc(-c2ccc(F)c(F)c2)c2ccoc12 ?
Myeloid diff 2: inactive; Myeloid diff 2 GFP+ MAC1+ %: 0.6

Results for O=NN(CC(=O)NN=CC=Cc1ccccc1)CC(=O)NN=CC=Cc1ccccc1 ?
Myeloid diff 2: inactive; Myeloid diff 2 GFP+ MAC1+ %: 0.4

How did Cc1cc(Br)cn2c(Cc3ccsc3)c(-c3ccc(F)cc3)nc12 do in these assays?
Myeloid diff 2: inactive; Myeloid diff 2 GFP+ MAC1+ %: 0.7

How did Nc1c(-c2cccs2)nc2ccccn12 do in these assays?
Myeloid diff 2: inactive; Myeloid diff 2 GFP+ MAC1+ %: 1.6

How did CCCCCCCCN1C(=O)[C@H](CC(=O)N2CCCC2)C[C@@]2(C(=O)OCC)CCCC=C12 do in these assays?
Myeloid diff 2: inactive; Myeloid diff 2 GFP+ MAC1+ %: 0.6

How did CC(=O)N1CCCC(C)(C(=O)Nc2ccc3oc(C)nc3c2)C1 (stereo unspecified) do in these assays?
Myeloid diff 2: inactive; Myeloid diff 2 GFP+ MAC1+ %: 1.1

What do the screens show for `COC(=O)c1cn(CC(C)n2c(=O)c3ccccc3n2Cc2cc(C(C)C)no2)nn1` (stereo unspecified)?
Myeloid diff 2: inactive; Myeloid diff 2 GFP+ MAC1+ %: 3.0

Results for Cc1c(C(=O)N2CCC(C)(C(=O)NS(=O)(=O)C3CC3)C2)oc2ccccc12 (stereo unspecified) ?
Myeloid diff 2: inactive; Myeloid diff 2 GFP+ MAC1+ %: 0.6

What do the screens show for `Cc1cccc(C)c1NC(=O)C1(C)CSCC(=O)N1Cc1cccs1` (stereo unspecified)?
Myeloid diff 2: inactive; Myeloid diff 2 GFP+ MAC1+ %: 3.6

2 compounds drawn at random from the list so far:
How did CN(Cc1ccccc1)C(=O)Nc1c(Cl)cccc1Cl do in these assays?
Myeloid diff 2: inactive; Myeloid diff 2 GFP+ MAC1+ %: 1.4

How did Cc1cc(Br)cn2c(Cc3ccsc3)c(-c3ccc(F)cc3)nc12 do in these assays?
Myeloid diff 2: inactive; Myeloid diff 2 GFP+ MAC1+ %: 0.7

Next records
Results for O=C(NCCO)c1ccc(-c2ccc3nncn3c2)cc1 ?
Myeloid diff 2: inactive; Myeloid diff 2 GFP+ MAC1+ %: 0.8

What do the screens show for `O=C(NC1CCCCC1)c1[nH]c(C(F)(F)F)nc1-c1ccccc1`?
Myeloid diff 2: inactive; Myeloid diff 2 GFP+ MAC1+ %: 1.0

What do the screens show for `CCCCC(c1nc2ccccc2[nH]1)n1c(-c2ccccc2)nc2cc(C)c(C)cc21` (stereo unspecified)?
Myeloid diff 2: inactive; Myeloid diff 2 GFP+ MAC1+ %: 0.7

Results for OC(Cc1cccc(Br)c1)c1ncc(-c2ccccc2C(F)(F)F)[nH]1 (stereo unspecified) ?
Myeloid diff 2: inactive; Myeloid diff 2 GFP+ MAC1+ %: 1.6

What do the screens show for `O=[N+]([O-])c1ccc(NN=CC2CCCCCC2)c([N+](=O)[O-])c1`?
Myeloid diff 2: inactive; Myeloid diff 2 GFP+ MAC1+ %: 0.9

How did CCCS(=O)(=O)NC(=O)C1(C)CCN(C(=O)c2cc(C)n(C(C)(C)C)n2)C1 (stereo unspecified) do in these assays?
Myeloid diff 2: inactive; Myeloid diff 2 GFP+ MAC1+ %: 1.0

Results for CC1(C(=O)NCCC#N)CCN1C(=O)Cc1ccc(-c2ccccc2)cc1 (stereo unspecified) ?
Myeloid diff 2: inactive; Myeloid diff 2 GFP+ MAC1+ %: 1.1

Results for CC(O)(c1ccccc1)c1nc(-c2ccc(F)c(Cl)c2)cs1 (stereo unspecified) ?
Myeloid diff 2: inactive; Myeloid diff 2 GFP+ MAC1+ %: 0.5

What do the screens show for `Cc1ccc(C(=O)N2CCN(c3ccc4c(c3)C3CC4CCN3C(=O)OCc3ccccc3)CC2)cc1` (stereo unspecified)?
Myeloid diff 2: inactive; Myeloid diff 2 GFP+ MAC1+ %: 0.7

Results for CC(=O)Nc1cccc(-c2ccnc3c2CC(C)(C(=O)Nc2ccc(F)c(Cl)c2)O3)c1 (stereo unspecified) ?
Myeloid diff 2: inactive; Myeloid diff 2 GFP+ MAC1+ %: 2.0

How did COc1ccc(C(=O)N2CCCCC2c2cc(C(=O)NCc3cccnc3)no2)cc1 (stereo unspecified) do in these assays?
Myeloid diff 2: inactive; Myeloid diff 2 GFP+ MAC1+ %: 1.3

This is a subset; count on the stated rates, not on these rows.
